# Bioassay records deposited in PubChem by several laboratories.
# OX1R antagonist = OX1R (HCRTR1) antagonists, primary screen, fluorescence, CHO/OX1R cells, Fluo-8 calcium, orexin A | Orexin/Hypocretin receptor type 1 (Homo sapiens), O43613 | Fluo-8 calcium fluorescence | inhibition, % at 5 µM | hit rate 0.43% among 330,000;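 active = inhibition above its plate's threshold, mean inhibition of all tested compounds on the plate plus 3 SD, cut at about 37% in these data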;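 also: 0% = orexin A challenge wells and 100% = SB-334867-A antagonist wells; not every result past the cut was called active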
# Target sequence (O43613 whole entry, looked up): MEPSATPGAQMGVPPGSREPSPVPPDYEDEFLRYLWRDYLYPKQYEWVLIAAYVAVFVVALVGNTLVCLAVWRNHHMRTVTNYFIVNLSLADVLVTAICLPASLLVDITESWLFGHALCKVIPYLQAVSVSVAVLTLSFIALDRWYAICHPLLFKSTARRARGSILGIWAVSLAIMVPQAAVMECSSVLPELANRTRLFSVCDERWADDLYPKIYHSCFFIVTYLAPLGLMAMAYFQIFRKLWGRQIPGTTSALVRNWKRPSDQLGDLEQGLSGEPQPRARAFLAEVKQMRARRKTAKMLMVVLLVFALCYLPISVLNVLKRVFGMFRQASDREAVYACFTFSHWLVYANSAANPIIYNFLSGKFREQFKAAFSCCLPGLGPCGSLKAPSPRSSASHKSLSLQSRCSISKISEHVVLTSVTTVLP
# CHT allo act = CHT positive allosteric modulators, primary screen, cell-based, membrane potential dye, choline EC20. High affinity choline transporter 1 (Homo sapiens), Q9GZV3. AID 488977, 2010. B-score at 10 µM. CHT-expressing cells; active compounds read high; LV-AA mutant CHT in HEK293 cells. hit rate 0.49% among 310,000;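 active = initial fluorescence not abnormally high and integrated response B-score, plate-corrected, over 3 SD above library mean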
# Target sequence (Q9GZV3 whole entry, looked up): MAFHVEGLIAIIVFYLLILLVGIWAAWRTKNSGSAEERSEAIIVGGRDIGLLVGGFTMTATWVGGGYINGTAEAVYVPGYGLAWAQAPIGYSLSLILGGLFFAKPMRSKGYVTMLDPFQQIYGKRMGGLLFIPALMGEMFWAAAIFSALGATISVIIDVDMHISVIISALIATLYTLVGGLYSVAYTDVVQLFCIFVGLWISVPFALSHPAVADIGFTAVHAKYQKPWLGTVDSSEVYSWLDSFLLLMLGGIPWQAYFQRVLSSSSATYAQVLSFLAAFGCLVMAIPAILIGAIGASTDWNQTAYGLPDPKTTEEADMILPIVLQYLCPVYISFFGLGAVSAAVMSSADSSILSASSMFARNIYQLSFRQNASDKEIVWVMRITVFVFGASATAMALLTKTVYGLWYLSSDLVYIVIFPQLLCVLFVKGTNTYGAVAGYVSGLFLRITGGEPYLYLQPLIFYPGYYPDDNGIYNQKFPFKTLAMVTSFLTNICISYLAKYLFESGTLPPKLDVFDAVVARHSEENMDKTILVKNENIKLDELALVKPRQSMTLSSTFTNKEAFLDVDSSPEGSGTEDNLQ
# * = called active by the depositor; i = inactive; · = no result given.
# The line under a structure holds: OX1R antagonist, CHT allo act
COc1ccccc1NS(=O)(=O)c1cc(NC(=O)c2cccnc2)ccc1N1CCCCC1
    15, ·
COC(=O)c1ccccc1NC(=O)Cc1nc(-c2ccccc2)sc1-c1ccc(C)cc1
    -25, i
O=S(=O)(Nc1ccc(-n2cnnn2)cc1)c1ccc(Cl)cc1
    -12, ·
CCOc1ccc(-n2c(SCC(=O)c3c(N)n(C)c(=O)n(C)c3=O)nnc2-c2cccnc2)cc1
    8, i
O=C(COc1ccc(S(=O)(=O)N2CCOCC2)cc1Cl)NCC1CCCO1 (stereo not given)
    -17, i
O=C(Nc1nccs1)c1cc(S(=O)(=O)N2CCOCC2)ccc1Cl
    -18, i
CN(C)CCCNC1=CC(=O)CC(c2ccccc2)C1 (stereo not given)
    -6, i
CC(Cc1cccs1)NC(=O)NC1CCCCC1 (stereo not given)
    -12, i
O=C(Nc1cc(C(F)(F)F)ccc1N1CCCCC1)c1cccc([N+](=O)[O-])c1
    -42, i
Cc1nn(C)c(-c2n[nH]c(=S)n2-c2ccccc2)c1Cl
    -8, i
CC(=O)SC(C)CC(=O)Nc1ccccc1 (stereo not given)
    -2, i
CCN1CCN(CC(O)COCC2COc3ccccc3O2)CC1 (stereo not given)
    -8, i
CCOc1cc(C2NC(=O)N(C)C(C)=C2C(=O)OC)cc(Br)c1O (stereo not given)
    -14, i
O=C(c1ccco1)N1CCN(C(=O)c2ccc(CS(=O)c3ccc(Cl)cc3)o2)CC1 (stereo not given)
    -19, i
Cc1ccc(NC(=O)CCc2c(C)nn(-c3ccc(N4CCCCC4)nn3)c2C)cc1F
    -39, i
COc1ccc(-c2csc(NC(=O)CSc3nc(SC)ns3)n2)cc1
    -12, i
Cc1ccc(CN(Cc2cc3cccc(C)c3[nH]c2=O)C(=O)N(C)C)cc1
    -30, i
CC(C)(C)OC(=O)C[C@@H]1C/C=C\C[C@@H](CC(=O)N(CCO)Cc2ccccc2)C(=O)N2CCC[C@H]2COC1=O
    7, ·
Cc1ccc(NC(=O)c2sc3ncn(CC(=O)N4CCN(c5ccccn5)CC4)c(=O)c3c2C)cc1Cl
    4, i
COc1ccc(NC(=O)[C@@H]2CC=C[C@@H]3CCN(Cc4ccccc4)C(=O)[C@@H]32)cc1
    -10, i

# In the list so far, these have an aryl thioether with sulfur outside any ring:
# The line under a structure holds: OX1R antagonist, CHT allo act
CCOc1ccc(-n2c(SCC(=O)c3c(N)n(C)c(=O)n(C)c3=O)nnc2-c2cccnc2)cc1
    8, i
COc1ccc(-c2csc(NC(=O)CSc3nc(SC)ns3)n2)cc1
    -12, i

# The list continues:
# The line under a structure holds: OX1R antagonist, CHT allo act
COc1cc(C(=O)NNC(=O)c2cccn2C)cc(OC)c1OC
    -7, i
Cc1cccn2c(=O)c(C(=O)NC3CC(C)CC(C)(C)C3)c(O)nc12 (stereo not given)
    -12, i
Cc1nn(C)c(C)c1NS(=O)(=O)c1cccc(Br)c1
    -9, i
Cc1ccccc1S(=O)(=O)NNC(=O)C(=O)NNc1ccccn1
    -10, i
COc1ccc(S(=O)(=O)N2CCC(C(=O)NCCC(=O)Nc3cccc(OC)c3)CC2)cc1
    -14, i
CCc1sc(C(=O)Nc2cccnc2)cc1Br
    -11, i
O=C(COC(=O)c1cccc(Cl)c1)Nc1ccc2[nH]c(=O)[nH]c2c1
    0, i
CCOc1cccc(N2C(=O)CC(NNC(=O)c3ccc(Br)o3)C2=O)c1 (stereo not given)
    -12, i
COCc1ccc(CN2CCC(n3nccc3NC(=O)CCOc3ccccc3)CC2)o1
    -17, i
CC(C)c1nnc(SCC(=O)N2CCN(C(=O)c3ccco3)CC2)n1N
    -18, i
CC(C)N(Cc1nc(-c2ccccc2)no1)C(=O)CSc1ccccc1
    10, i
CCN(Cc1ccc2c(c1)OCCO2)C(=O)CN1C(=O)NC2(CCc3ccccc32)C1=O (stereo not given)
    -17, ·
O=C1CC(c2ccc(Cl)cc2)CC(O)=C1C=NCCO (stereo not given)
    9, i
Cc1ccc2cc(/C=N/NC(=O)c3ccccc3[N+](=O)[O-])c(Cl)nc2c1
    -13, i
Cc1ccsc1C(=O)NNC(=O)C1CC=CCC1C(=O)O (stereo not given)
    -4, i
CC1CC(C)CN(CC(=O)NNC(=O)COc2ccc(Cl)cc2)C1 (stereo not given)
    -41, ·
Cc1ccc(NC(=O)CC2C(=O)OCC3CCCCN32)cc1Cl (stereo not given)
    -19, i
O=C(CSc1nc(-c2ccccc2)cc(=O)[nH]1)Nc1ccccc1F
    -16, i
COCc1cc(C)nc(SCC(=O)Nc2cccc(C)c2)c1C#N
    -7, i
C/C(=N/Nc1ncc(Br)cn1)c1ccc(Br)cc1
    -22, i
CCOc1ccccc1OCCNC1CCCC1
    -14, i
Cc1cccc(NC(=O)N2CCCC2C(=O)NCc2ccccc2)c1 (stereo not given)
    -10, i
Nc1nnc(CC(=O)N/N=C\c2cc([N+](=O)[O-])ccc2O)s1
    1, i
O=C(Nc1ccc(F)cc1)C(Sc1nc2ccccc2[nH]1)c1ccccc1 (stereo not given)
    -13, i
COc1ccc(C(C(=O)NC2CCCC2)N(C(=O)c2snc(-c3ccc(F)cc3)c2N)c2ccc(F)cc2)cc1 (stereo not given)
    0, i
COc1ccccc1C(=O)NC(=O)CSc1cccc[n+]1[O-]
    -10, i
CCOC(=O)C1CCN(C(=O)COC(=O)c2ccc3[nH]c4c(c3c2)CCCC4)CC1
    1, i
COc1ccc(S(=O)(=O)n2nc(OC(=O)c3ccncc3)cc2N)cc1
    -11, i
COC(=O)C1=C(C(=O)OC)[C@@H]2N(C)c3ccccc3[C@@]23C[C@@H](CO)N(C(=O)NCCBr)C3=N1
    -30, i
CC(C)(C)C(=O)Nc1sc2c(c1-c1nc3ccccc3[nH]1)CCCC2
    80*, i
CCC(OC(=O)C(NC(=O)c1ccccc1)c1ccccc1)C(=O)Nc1cc(C)on1 (stereo not given)
    -42, i
COc1ccc(-c2cc(OC)c3c(C)oc(C)c3c(=O)c2)cc1OC
    -6, i
COc1ccc(CNc2nccs2)cc1OC
    -12, i
Cc1cccc(C)c1NC(=O)C1C2C=CC(C2)C1C(=O)O (stereo not given)
    -2, i
Cc1[nH]nc2c1C(c1ccc(-c3ccccc3C#N)o1)C(C#N)=C(N)O2 (stereo not given)
    -9, i
COc1cccc(OCCNC(=O)c2ccc(C)cc2)c1
    4, i
CCCCn1c(N)c(N(C)C(=O)C2CCCC2)c(=O)[nH]c1=O
    -4, ·
O=C1CC(N2CCN(C/C=C/c3ccccc3)CC2)C(=O)N1Cc1cccs1 (stereo not given)
    -38, i
COc1cc(S(=O)(=O)n2cnc3ccccc32)ccc1Br
    -8, i
COc1ccc(NC2=NCCC(=O)N2Cc2cccs2)cc1
    -19, i

# Random excerpt: 3 entries already listed, in no set order.
# The line under a structure holds: OX1R antagonist, CHT allo act
COc1ccc(NC2=NCCC(=O)N2Cc2cccs2)cc1
    -19, i
Cc1[nH]nc2c1C(c1ccc(-c3ccccc3C#N)o1)C(C#N)=C(N)O2 (stereo not given)
    -9, i
Cc1cccc(NC(=O)N2CCCC2C(=O)NCc2ccccc2)c1 (stereo not given)
    -10, i

# Additional structures:
# The line under a structure holds: OX1R antagonist, CHT allo act
COc1ccc2c([N+](=O)[O-])c(N3CCCC3)[nH]c2c1
    -20, i
CCN(CC(=O)NCc1ccc(F)cc1)C(=O)/C=C/c1cccs1
    -25, i
Cc1ccc(SCc2nnc(NC(=O)c3ccccc3)s2)cc1
    -21, i
O=C(c1cccnc1)N1CCc2ccccc2C1
    -5, i
CC(C)CCOc1ccc(CO[C@@H]2[C@H]3OC(C)(C)O[C@H]3O[C@@H]2C(O)CO)cc1 (stereo not given in full)
    -5, i
O=C(CSc1nc(-c2ccco2)cc(C(F)(F)F)n1)Nc1ccc(C(=O)N2CCOCC2)cc1
    -7, i
COCCNC(=O)Nc1ccc(F)cc1
    0, i
CCC(C)(C)NC(=O)Cc1ccccc1OC
    -5, i
O=C(NCC(F)(F)F)Nc1cccnc1
    -7, i
CC(=O)N1CCN(c2ccc([N+](=O)[O-])cc2C#N)CC1
    4, i
CCc1c(C(=O)Nc2cc(C(=O)OC)ccc2C)csc1C
    ·, i
Cc1cc(=O)oc2cc(OCC(=O)N3CC[C@@]4(O)CCCC[C@H]4C3)c(Cl)cc12
    -43, i
CN1CCN(c2nc(-c3ccccc3)nc(-c3ccc(F)cc3)c2C#N)CC1
    -17, i
CC(CC(=O)N1CCN(c2ccccc2)CC1)S(=O)(=O)c1ccc2c(c1)NC(=O)CO2 (stereo not given)
    2, i
CCN(CC)C(=O)/C=C/c1ccc(OC)c(S(=O)(=O)N2CCCCC2)c1
    -17, i
CCNC(=O)COC(=O)Cc1ccc(Cl)cc1Cl
    -11, i
Cn1cccc1/C=N/NC(=O)c1ccncc1
    -4, i
CC1=C(C(=O)NC(C)C)C2(CCC(C)CC2)OC1=O (stereo not given)
    -9, i
Cc1cc(-c2ccccc2)nc(SCc2ccc(C(=O)O)o2)n1
    -1, i
COc1cc(O)c(C(CC(=O)N2CCCC2)c2ccc3c(c2)OCO3)c(OC)c1 (stereo not given)
    -15, i

# Additional records:
structure,OX1R antagonist,CHT allo act
O=CNCc1nc2ccccc2n1CCc1ccccc1,-6,i
COc1ccc(NC(=O)c2ccc(CNS(=O)(=O)c3cccc(OC)c3)cc2)cc1,-3,i
CCCN1C(=O)C2(C(C(=O)c3ccc(C)o3)=C(O)C(=O)N2CCCN2CCOCC2)c2ccccc21 (stereo not given),-8,i
O=C(c1cccs1)N1CCN(c2ccc(Cl)cc2)CC1,-15,i
O=C(CC(=O)c1ccccc1)Nc1ccccn1,·,i
Cc1ccc(S(=O)(=O)N(CC(=O)Nc2ccc(C(N)=O)cc2)C(=O)N2CCN(C)CC2)cc1,-5,i
Cn1c(CNC(=O)c2ccc(Cl)cc2)nnc1SCC(=O)NC1CCCC1,-17,i
Cc1ccc(C(=O)NCc2ccccn2)o1,4,i
CCOc1cc(/C=C2/C(=N)N3N=C(CC)SC3=NC2=O)ccc1OC(=O)c1ccco1,-4,i
Cc1n[nH]c(=O)nc1N/N=C/c1ccc(O)c([N+](=O)[O-])c1,-3,i
CCCCCn1c(SCc2cccc(C)c2)nc2c1c(=O)[nH]c(=O)n2C,-47,i
CC(C)C(C(=O)NCc1ccco1)N(CC1CCCO1)C(=O)CNS(=O)(=O)c1ccccc1 (stereo not given),-18,i
Cc1ccc(C)c(OCCC(=O)OCC(=O)Nc2ccc(N3CCOCC3)cc2)c1,-9,i
O=C(CN(c1cc(C(F)(F)F)ccc1Cl)S(=O)(=O)c1ccccc1)NCc1cccnc1,-16,i
OCCNc1nc(N2CCN(c3ccccc3)CC2)nc2ccccc12,-27,i
O=C(CSc1n[nH]c(-c2ccccc2)n1)c1ccccc1,-14,i
CCOC(=O)[C@@H]1[C@H]2COc3ccc(Br)cc3[C@@H]2N2C(=O)N(c3ccc(OC)cc3)C(=O)[C@@]12C,-15,·
O=C(CN1CCCCCC1)N1c2ccccc2C=Cc2ccccc21,-22,i
COc1ccc(C2C3=C(CC(C)(C)CC3=O)N(CCN3CCOCC3)C3=C2C(=O)CC(C)(C)C3)cc1,-12,i
O=c1ccn(Cc2ccccc2)cc1,-10,i

# Brought forward from above: 7 entries; new compounds follow.
structure,OX1R antagonist,CHT allo act
O=C(CN(c1cc(C(F)(F)F)ccc1Cl)S(=O)(=O)c1ccccc1)NCc1cccnc1,-16,i
OCCNc1nc(N2CCN(c3ccccc3)CC2)nc2ccccc12,-27,i
O=C(CSc1n[nH]c(-c2ccccc2)n1)c1ccccc1,-14,i
CCOC(=O)[C@@H]1[C@H]2COc3ccc(Br)cc3[C@@H]2N2C(=O)N(c3ccc(OC)cc3)C(=O)[C@@]12C,-15,·
O=C(CN1CCCCCC1)N1c2ccccc2C=Cc2ccccc21,-22,i
COc1ccc(C2C3=C(CC(C)(C)CC3=O)N(CCN3CCOCC3)C3=C2C(=O)CC(C)(C)C3)cc1,-12,i
O=c1ccn(Cc2ccccc2)cc1,-10,i
Cc1ccccc1NC(=O)CCN1C(=O)CSC1=O,-16,i
Cc1nnc(SCC(=O)N2CCN(c3ccccc3)CC2)n(N)c1=O,-17,i
Cc1nnc2sc(SCC(=O)Nc3cccc(Cl)c3)nn2c1=O,-6,i
CCCOc1ccc(-c2c(C(=O)N/N=C(\C)c3ccncc3)nnn2-c2nonc2N)cc1,-8,i
CC(=O)c1ccc(C(=O)NC2CCCN(Cc3ccc(Cl)cc3)C2)s1 (stereo not given),·,i
COc1cc(C)c(S(=O)(=O)Nc2ccccc2F)cc1C,-26,i
COc1cc(CC(NC(C)=O)C(=O)NC2CCN(c3c4c(nc5ncnn35)CCC4)CC2)cc(OC)c1 (stereo not given),-22,i
CCOc1cc(/C=C/C(=O)OCC(=O)NCC2CCCO2)cc(Cl)c1OC (stereo not given),-29,·
COc1ccc(CCNC(=O)C(=O)NCC2CCCN2S(=O)(=O)c2cccs2)cc1 (stereo not given),-27,i
CC1=C(C(N)=O)C(c2cccnc2)n2nc(-c3cccc(C)c3)nc2N1 (stereo not given),-27,i
CCOC(=O)c1ccc(NC(=O)Cn2cc3c(n2)CCC(C)C3)cc1 (stereo not given),-33,i
CN1N=C(C(=O)NC2CCCc3c2cnn3-c2ccc(F)cc2F)CCC1=O (stereo not given),-10,i
Cc1cc(NC(=O)C(C)SCC(=O)N(C)CC(=O)Nc2ccc(F)cc2)no1 (stereo not given),-16,i
COc1ccc2[nH]cc(CCCN3C(=O)c4ccccc4C3=O)c2c1,-14,i
CCOC(=O)N1CCN(C(=S)Nc2ccc3nc(N4CCN(CC)CC4)cc(C)c3c2)CC1,-19,i
Cc1ccc(S(=O)(=O)Nc2ncnc3sc(C)c(C)c23)cc1,-11,·
COc1ccccc1NC(=O)c1sc2ncn(Cc3ccccc3C)c(=O)c2c1C,-12,i
